Source: PubChem BioAssay (several laboratories)
Rab7 wt GTP bind = modulators of GTP binding to Rab7, primary screen, biochemical, wildtype, multiplex bead flow cytometry. GST-Rab7 beads, fluorescent GTP binding; actives lie on both sides; untreated = 100%, excess cold GTP = 0%. 0.055% of 190,000 active. GTP binding activity (percent of control), % at 10 µM. AID 758, 2007. Rab7 GTPase wild type (dog), Bodipy-FL-GTP binding;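 active = fluorescent GTP binding to Rab7 beads changed by at least 20 points from the 100% baseline, either direction, mostly lower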;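 also: median green fluorescence of bound Bodipy-FL-GTP per Rab7 bead population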
Rac1 wt modul = wildtype Rac1 GTP binding modulators, primary screen, biochemical, GST-Rac1 beads, flow cytometry, multiplex. fluorescent GTP binding; actives lie on both sides; 0 = cold GTP competed, 100 = untreated. GTP binding activity (% of control), % at 10 µM. Ras-related C3 botulinum toxin substrate 1 (Homo sapiens), P63000. 0.27% of 190,000 active. AID 757, 2007;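 active = GTP binding activity at least 20 points away from the 100% control level, either lower or higher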
Rab2 wt GTP = modulators of GTP binding to Rab2A wildtype, primary screen, biochemical, dog, bead-based flow cytometry, multiplex. Ras-related protein Rab-2A (Canis lupus familiaris), P61105. GST-Rab2 wt beads, Bodipy-GTP binding. GTP binding activity, % at 10 µM. 0.19% of 190,000 active. AID 760, 2007;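 active = GTP binding activity at least 20 points away from 100%, either lowered or raised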;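 also: 0% = beads with excess unlabeled GTP and 100% = no-compound control corrected for plate trend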
HRas wt GTP = modulators of GTP binding to HRas wildtype, primary screen, biochemical, bead-based flow cytometry, multiplex. GTP binding activity, % at 10 µM. GTPase HRas (Homo sapiens), P01112. 0.14% of 190,000 active. GST-Ras wt beads, Bodipy-FL-GTP binding; actives lie on both sides. AID 759, 2007;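 active = GTP binding activity at least 20% away from the 100% baseline, either lowered as inhibitor or raised as activator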;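 also: 0% = unlabeled GTP competition control and 100% = no-compound control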
Target sequence (P01112 whole entry, looked up): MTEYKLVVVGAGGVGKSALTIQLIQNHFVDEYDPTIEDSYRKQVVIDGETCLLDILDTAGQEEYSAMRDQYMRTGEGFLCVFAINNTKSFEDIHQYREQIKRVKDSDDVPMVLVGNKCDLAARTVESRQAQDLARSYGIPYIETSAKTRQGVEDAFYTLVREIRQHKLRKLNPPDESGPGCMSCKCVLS
Avidin fluor = green autofluorescence of compounds with avidin beads – biophysical, 488/530 nm, flow cytometry, artefact control, profiling panel; AID 1775, 2009; 0.38% of 220,000 active; compound fluorescence 488/530 nm; active compounds read high; fluorescence (KMESF) at 10 µM; in the data active = fluorescence above about 47; also: inactives centre near 10
Pf gamet viab = late stage P. falciparum gametocyte viability inhibitors, primary screen, ATP luminescence, HTS. P. falciparum stage V gametocytes, 24 h. inhibition, % at 10.9 µM. 0.065% of 150,000 active. AID 743093, 2013;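 active = inhibition above the mean plus 3 SD of compounds within the control limits, set per campaign, cut at about 38% in these data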;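 also: 0% = DMSO wells and 100% = medium only without gametocytes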
Mcl-1 Bim block = inhibitors of Bim peptide binding to Mcl-1, primary screen, biochemical, bead-based flow cytometry, multiplex; Induced myeloid leukemia cell differentiation protein Mcl-1 (Homo sapiens), Q07820; AID 1009, 2008; Bim peptide-Mcl-1 binding; inhibition, % at 10 µM; 0.1% of 190,000 active; in the data active = inhibition above about 40%;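 also: 0% = no compound tracer wells and 100% = peptide blocker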
Target sequence (Q07820 whole entry, looked up): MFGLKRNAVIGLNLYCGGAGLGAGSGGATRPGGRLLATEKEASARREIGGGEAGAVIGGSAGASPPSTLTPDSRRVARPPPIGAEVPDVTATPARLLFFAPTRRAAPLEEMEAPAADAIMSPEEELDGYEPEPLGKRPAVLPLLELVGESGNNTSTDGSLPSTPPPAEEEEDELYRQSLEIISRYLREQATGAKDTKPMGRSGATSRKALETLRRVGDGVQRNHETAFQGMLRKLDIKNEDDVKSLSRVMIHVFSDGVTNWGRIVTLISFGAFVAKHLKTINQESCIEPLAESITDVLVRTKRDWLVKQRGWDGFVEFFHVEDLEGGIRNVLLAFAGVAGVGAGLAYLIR
Rac1 act GTP bind = GTP binding modulators of activated mutant Rac1, primary screen, biochemical, bead-based flow cytometry, multiplex, fluorescent GTP; 0.11% of 190,000 active; Ras-related C3 botulinum toxin substrate 1 (Homo sapiens), P63000; percent activity (GTP binding), % at 10 µM; AID 764, 2007; GST-Rac1 activated beads; actives lie on both sides; 100% means binding = to untreated wells;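 active = GTP binding at least 20 percentage points away from the 100% baseline, in either direction, so actives lie on both sides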
Cdc42 wt GTP = modulators of GTP binding to wildtype Cdc42, primary screen, biochemical, multiplex bead flow cytometry, Bodipy-GTP; percent activity (GTP binding), % at 10 µM; GST-Cdc42 beads; actives lie on both sides; AID 761, 2007; 0.2% of 190,000 active; Cell division control protein 42 homolog (Homo sapiens), P60953;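 active = percent activity GTP binding at least 20 points away from the 100% baseline, either down as inhibitor or up as activator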;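 also: median bead fluorescence of bound Bodipy-FL-GTP at 100 nM; 0% = excess unlabeled GTP control and 100% = no compound control; below 100% means less GTP binding so inhibitor and above means activator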
Target sequence (P60953 whole entry, looked up): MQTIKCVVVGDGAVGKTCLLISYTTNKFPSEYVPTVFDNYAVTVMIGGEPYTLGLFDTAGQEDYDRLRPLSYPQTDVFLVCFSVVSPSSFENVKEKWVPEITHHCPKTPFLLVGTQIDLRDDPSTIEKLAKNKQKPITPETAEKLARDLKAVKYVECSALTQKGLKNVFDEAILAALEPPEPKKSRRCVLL
Mcl1-Noxa inh = Mcl-1/Noxa binding inhibitors, primary screen, biochemical, TR-FRET, 1536-well | TR-FRET Mcl-1/Noxa peptide binding, 2 h | inhibition, % at 21.7 µM | 1.5% of 220,000 active;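 active = compounds that cut the protein-peptide binding signal by more than 50% relative to plate controls in a single-dose test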;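 also: His-tagged Mcl-1 with rhodamine Noxa BH3 peptide and terbium anti-His antibody; 0% = Mcl-1 plus Noxa peptide wells and 100% = peptide-only wells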
Mcl1-Bid inh = Mcl-1/Bid binding inhibitors, primary screen, biochemical, TR-FRET, 1536-well | TR-FRET Mcl-1/Bid-Dy647 peptide binding | inhibition, % at 21.7 µM | 0.97% of 220,000 active;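 active = compounds that cut the binding signal by more than half at the single screening dose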;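 also: His-tagged Mcl-1 with europium anti-His antibody binding Bid BH3 peptide; 0% = Mcl-1 plus peptide wells and 100% = peptide-only wells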
Numbers without * were called inactive.

Screening Cc1ccc(CNC(=O)c2cc3c(=O)n(C)c4ccccc4c3n2C)o1 returned Rab7 wt GTP bind 99, Rac1 wt modul 103, Rab2 wt GTP 100, HRas wt GTP 101, Avidin fluor 7, Mcl-1 Bim block 2, Rac1 act GTP bind 101, Cdc42 wt GTP 104, Mcl1-Noxa inh -118 and Mcl1-Bid inh -20.
For CCN(CC)CCCNC(=O)CSc1nc(-c2cccs2)cc(C(F)(F)F)n1 the results were Rab7 wt GTP bind 102, Rac1 wt modul 101, Rab2 wt GTP 98, HRas wt GTP 100, Avidin fluor 10, Pf gamet viab -3, Mcl-1 Bim block -2, Rac1 act GTP bind 97, Cdc42 wt GTP 98, Mcl1-Noxa inh 13 and Mcl1-Bid inh -8.
For CCc1cc2c(cc(C(=O)O)n2C)s1 the results were Rab7 wt GTP bind 98, Rac1 wt modul 104, Rab2 wt GTP 97, HRas wt GTP 99, Avidin fluor 15, Mcl-1 Bim block -3, Rac1 act GTP bind 98, Cdc42 wt GTP 101, Mcl1-Noxa inh -5 and Mcl1-Bid inh -32.
Screening O=C(Nc1ncc2c(n1)-c1ccccc1OC2)c1ccc(Cl)cc1Cl returned Rab7 wt GTP bind 96, Rac1 wt modul 100, Rab2 wt GTP 98, HRas wt GTP 101, Avidin fluor 7, Pf gamet viab 4, Mcl-1 Bim block 0, Rac1 act GTP bind 96, Cdc42 wt GTP 104, Mcl1-Noxa inh 10 and Mcl1-Bid inh 16.
CC(C)n1c(SCC(=O)Nc2ccc3c(c2)OCO3)nc2c1c(=O)n(C)c(=O)n2C was read as Rab7 wt GTP bind 99, Rac1 wt modul 95, Rab2 wt GTP 94, HRas wt GTP 96, Avidin fluor 25, Mcl-1 Bim block 1, Rac1 act GTP bind 94, Cdc42 wt GTP 95, Mcl1-Noxa inh 0 and Mcl1-Bid inh 72*.
CCOC(=O)CSc1nnc(-c2ccc(OC)cc2OC)o1 was read as Rab7 wt GTP bind 96, Rac1 wt modul 104, Rab2 wt GTP 103, HRas wt GTP 100, Avidin fluor 5, Pf gamet viab 10, Mcl-1 Bim block -2, Rac1 act GTP bind 101, Cdc42 wt GTP 105, Mcl1-Noxa inh 3 and Mcl1-Bid inh -3.
For Cc1nc(C#N)c(N/N=C/c2c(F)cccc2Cl)o1 the results were Rab7 wt GTP bind 102, Rac1 wt modul 107, Rab2 wt GTP 101, HRas wt GTP 103, Avidin fluor 5, Mcl-1 Bim block 1, Rac1 act GTP bind 99, Cdc42 wt GTP 105, Mcl1-Noxa inh 23 and Mcl1-Bid inh -13.
`COCCNC(=O)Cn1cc(/C=N/NC(=O)c2ccc(Oc3ccc(O)cc3)cc2)c2ccccc21` gave Rab7 wt GTP bind 104, Rac1 wt modul 97, Rab2 wt GTP 98, HRas wt GTP 100, Avidin fluor 9, Mcl-1 Bim block -6, Rac1 act GTP bind 95, Cdc42 wt GTP 95, Mcl1-Noxa inh 17 and Mcl1-Bid inh -32.
For CCCc1ncc(C(=O)c2ccc(OC)cc2)n1C the results were Rab7 wt GTP bind 97, Rac1 wt modul 100, Rab2 wt GTP 98, HRas wt GTP 100, Avidin fluor 40, Pf gamet viab -7, Mcl-1 Bim block -2, Rac1 act GTP bind 99, Cdc42 wt GTP 101, Mcl1-Noxa inh 10 and Mcl1-Bid inh 5.
For COc1ccc(C(=O)NCC(=O)n2nc(C)cc2C)cc1OC the results were Rab7 wt GTP bind 98, Rac1 wt modul 101, Rab2 wt GTP 98, HRas wt GTP 101, Avidin fluor 41, Mcl-1 Bim block -4, Rac1 act GTP bind 100, Cdc42 wt GTP 104, Mcl1-Noxa inh -9 and Mcl1-Bid inh -1.
Screening O=C(NC(=S)NC1CCSC1=O)c1cccs1 (centres undefined) returned Rab7 wt GTP bind 99, Rac1 wt modul 102, Rab2 wt GTP 102, HRas wt GTP 104, Avidin fluor 6, Pf gamet viab -1, Mcl-1 Bim block -2, Rac1 act GTP bind 102, Cdc42 wt GTP 98, Mcl1-Noxa inh 2 and Mcl1-Bid inh -4.
Screening COC(C(=O)Nc1ccc(S(=O)(=O)Nc2ccc(C)c(C)c2)cc1)c1ccccc1 (centres undefined) returned Rab7 wt GTP bind 103, Rac1 wt modul 102, Rab2 wt GTP 101, HRas wt GTP 101, Avidin fluor 13, Pf gamet viab 6, Mcl-1 Bim block 0, Rac1 act GTP bind 98, Cdc42 wt GTP 95, Mcl1-Noxa inh -1 and Mcl1-Bid inh -23.
Screening CC1CCN(C(=O)CN(c2cccc(F)c2)S(C)(=O)=O)CC1 returned Rab7 wt GTP bind 94, Rac1 wt modul 92, Rab2 wt GTP 97, HRas wt GTP 94, Avidin fluor 11, Mcl-1 Bim block -1, Rac1 act GTP bind 95, Cdc42 wt GTP 95, Mcl1-Noxa inh 6 and Mcl1-Bid inh -28.
Cc1cc(C(=O)N/N=C/c2ccc(C)o2)c2ccccc2n1 was read as Rab7 wt GTP bind 101, Rac1 wt modul 101, Rab2 wt GTP 98, HRas wt GTP 99, Avidin fluor 4, Mcl-1 Bim block -3, Rac1 act GTP bind 98, Cdc42 wt GTP 101, Mcl1-Noxa inh 18 and Mcl1-Bid inh -16.
`NC(=O)C1CCN(C(=O)C23CC4CC(CC(C4)C2)C3)CC1` gave Rab7 wt GTP bind 105, Rac1 wt modul 109, Rab2 wt GTP 104, HRas wt GTP 103, Avidin fluor 12, Mcl-1 Bim block -3, Rac1 act GTP bind 99, Cdc42 wt GTP 104, Mcl1-Noxa inh 4 and Mcl1-Bid inh -3.
Screening O=C(CSCc1cc(=O)[nH][nH]1)Nc1ccc(F)cc1 returned Rab7 wt GTP bind 96, Rac1 wt modul 90, Rab2 wt GTP 93, HRas wt GTP 93, Avidin fluor 3, Pf gamet viab 26, Mcl-1 Bim block -4, Rac1 act GTP bind 90, Cdc42 wt GTP 90, Mcl1-Noxa inh 16 and Mcl1-Bid inh -41.
`COC(=O)n1c(=O)oc2cc(S(=O)(=O)N3CCOCC3)ccc21` gave Rab7 wt GTP bind 106, Rac1 wt modul 107, Rab2 wt GTP 107, HRas wt GTP 105, Avidin fluor 5, Pf gamet viab 14, Mcl-1 Bim block -6, Rac1 act GTP bind 101, Cdc42 wt GTP 106, Mcl1-Noxa inh 4 and Mcl1-Bid inh 7.
Screening O=[N+]([O-])c1ccc(S(=O)(=O)CC(CN2CCCCC2)N2CCCCC2)cc1 (centres undefined) returned Rab7 wt GTP bind 96, Rac1 wt modul 95, Rab2 wt GTP 97, HRas wt GTP 98, Avidin fluor 11, Pf gamet viab -8, Mcl-1 Bim block 0, Rac1 act GTP bind 93, Cdc42 wt GTP 97, Mcl1-Noxa inh 13 and Mcl1-Bid inh -9.
For COCCn1c(SCCCc2ccccc2)nc2c1c(=O)[nH]c(=O)n2C the results were Rab7 wt GTP bind 102, Rac1 wt modul 109, Rab2 wt GTP 101, HRas wt GTP 105, Avidin fluor 30, Pf gamet viab 10, Mcl-1 Bim block -1, Rac1 act GTP bind 103, Cdc42 wt GTP 104, Mcl1-Noxa inh -9 and Mcl1-Bid inh -7.
For CCOC(=O)C(C)Oc1ccc2c(C)cc(=O)oc2c1C(C)=O (centres undefined) the results were Rab7 wt GTP bind 98, Rac1 wt modul 97, Rab2 wt GTP 96, HRas wt GTP 98, Avidin fluor 34, Pf gamet viab -8, Mcl-1 Bim block 1, Rac1 act GTP bind 95, Cdc42 wt GTP 99, Mcl1-Noxa inh 4 and Mcl1-Bid inh 11.
For O=C(COC(=O)/C=C/c1cccs1)Nc1cccc(S(=O)(=O)N2CCOCC2)c1 the results were Rab7 wt GTP bind 105, Rac1 wt modul 96, Rab2 wt GTP 99, HRas wt GTP 98, Avidin fluor 11, Pf gamet viab -1, Mcl-1 Bim block -1, Rac1 act GTP bind 91, Cdc42 wt GTP 97, Mcl1-Noxa inh -9 and Mcl1-Bid inh -9.
CCc1nnc(NC(=O)c2ccc(S(=O)(=O)NC3CCCCC3)cc2)s1 was read as Rab7 wt GTP bind 102, Rac1 wt modul 110, Rab2 wt GTP 104, HRas wt GTP 103, Avidin fluor 13, Pf gamet viab 12, Mcl-1 Bim block -8, Rac1 act GTP bind 99, Cdc42 wt GTP 107, Mcl1-Noxa inh -14 and Mcl1-Bid inh -29.
O=C(Nc1ccc(Cl)cc1Cl)N1CCN(c2ncccn2)CC1 was read as Rab7 wt GTP bind 94, Rac1 wt modul 97, Rab2 wt GTP 95, HRas wt GTP 94, Avidin fluor 8, Mcl-1 Bim block 0, Rac1 act GTP bind 94, Cdc42 wt GTP 95, Mcl1-Noxa inh 6 and Mcl1-Bid inh -4.
Cc1csc(NC(=O)CSc2ccc(-c3ccccn3)nn2)n1 was read as Rab7 wt GTP bind 88, Rac1 wt modul 91, Rab2 wt GTP 91, HRas wt GTP 92, Avidin fluor 18, Pf gamet viab -5, Mcl-1 Bim block 2, Rac1 act GTP bind 96, Cdc42 wt GTP 94, Mcl1-Noxa inh 17 and Mcl1-Bid inh -35.
COc1ccc2c(c1)CCc1c(C(=O)NC3CCCCC3)noc1-2 was read as Rab7 wt GTP bind 98, Rac1 wt modul 96, Rab2 wt GTP 98, HRas wt GTP 99, Avidin fluor 13, Pf gamet viab -19, Mcl-1 Bim block 1, Rac1 act GTP bind 96, Cdc42 wt GTP 98, Mcl1-Noxa inh 9 and Mcl1-Bid inh -1.
S=C(Nc1ccc(Cl)cc1)N1CCN(Cc2ccccc2)CC1 was read as Rab7 wt GTP bind 92, Rac1 wt modul 101, Rab2 wt GTP 94, HRas wt GTP 94, Avidin fluor 12, Pf gamet viab 15, Mcl-1 Bim block -6, Rac1 act GTP bind 98, Cdc42 wt GTP 100, Mcl1-Noxa inh -6 and Mcl1-Bid inh -67.
Screening COC(=O)c1sc(-c2ccccc2)cc1NC(=O)c1cc(OC)cc(OC)c1 returned Rab7 wt GTP bind 101, Rac1 wt modul 101, Rab2 wt GTP 98, HRas wt GTP 98, Avidin fluor 4, Pf gamet viab 1, Mcl-1 Bim block -4, Rac1 act GTP bind 101, Cdc42 wt GTP 100, Mcl1-Noxa inh -16 and Mcl1-Bid inh -11.

An unsorted share of the library. About 2.7% of those tested had a hit in this group.
